Source: PubChem
TNAP act hiacc – activators of human TNAP at high phosphate acceptor concentration | 200,000 tested, under 10 active | P05186 | purified TNAP, CDP-star luminescence, 1 M DEA, 30 min; hits give high values; 0 = EDTA background, 1 = DMSO-only activity | AID 1136 | activation factor at 20 µM;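 active = activation factor at least 2 at 20 µM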
Target sequence (P05186 whole entry, looked up): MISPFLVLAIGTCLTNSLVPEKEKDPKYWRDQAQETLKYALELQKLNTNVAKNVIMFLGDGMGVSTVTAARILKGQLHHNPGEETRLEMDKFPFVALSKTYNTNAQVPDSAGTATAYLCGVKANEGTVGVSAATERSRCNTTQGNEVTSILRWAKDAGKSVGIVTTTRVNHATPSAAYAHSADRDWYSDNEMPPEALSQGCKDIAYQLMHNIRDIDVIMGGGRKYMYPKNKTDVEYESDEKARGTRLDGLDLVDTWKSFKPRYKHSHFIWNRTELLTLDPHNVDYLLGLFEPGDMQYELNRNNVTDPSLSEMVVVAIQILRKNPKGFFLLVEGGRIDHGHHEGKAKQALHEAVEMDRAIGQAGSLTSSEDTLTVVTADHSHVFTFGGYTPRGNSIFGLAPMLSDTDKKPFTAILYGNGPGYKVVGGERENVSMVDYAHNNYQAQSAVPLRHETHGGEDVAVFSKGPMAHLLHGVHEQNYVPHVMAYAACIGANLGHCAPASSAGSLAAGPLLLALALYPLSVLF
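Test system – human TNAP · Doses – 20 µM single point · Incubation – 30 min, room temperature · Signal – luminescent substrate turnover signal · Read-out basis – activation factor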
Diaph act CS – diaphorase activation or chemical reduction counter-screen; Diaphorase/resazurin coupled assay, resorufin fluorescence, 16 min; hits give high values; 1 = vehicle wells, 0 = NADH-free wells; activation factor at 20 µM; 0.005% of 190,000 active;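 active = diaphorase activity raised at least twofold by the compound at 20 µM; inactive = activation factor below 2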
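Measured by – red resorufin fluorescence at 544/590 nm excitation/emission · Test system – Clostridium kluyveri diaphorase, purified enzyme · Incubation – reaction time 16 min, room temperature · Buffer or medium – 50 mM HEPES pH 7.4 with 4.542 mM MgCl2, 0.005% Tween 20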
HMGR II inh – E. faecalis class II HMG-CoA reductase inhibition | purified E. faecalis HMGR, NADPH absorbance 340 nm kinetic | inhibition, % at 10 µM | 0.41% of 190,000 active;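 active = inhibition above a set limit, the median over all tested compounds plus 3 SD, cut at about 9.5% in these data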;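 note: enzyme runs in reverse so mevalonate oxidation gives rising NADPH absorbance; 0% = complete reaction with DMSO and 100% = background rate lacking mevalonate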
TNAP inh no acc – inhibitors of human TNAP without phosphate acceptor; purified TNAP, CDP-star luminescence, 30 min; 0.26% of 200,000 active; inhibition, % at 20 µM; P05186;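 active = tissue-nonspecific alkaline phosphatase inhibition above about 50% at 20 µM in the single-dose screen, limit read from the data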;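 note: 0% = DMSO negative control and 100% = EDTA positive control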
PMI act satM6P – increases human PMI activity with near-saturating mannose 6-phosphate. P34949. coupled PMI enzyme assay, resazurin fluorescence, 20 min; hits give high values; 1 = untreated enzyme, 0 = substrate-free blank. activation factor at 20 µM. 0.34% of 190,000 active. AID 1216;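 active = activation factor of 2 or more at 20 µM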
Target sequence (P34949 whole entry, looked up): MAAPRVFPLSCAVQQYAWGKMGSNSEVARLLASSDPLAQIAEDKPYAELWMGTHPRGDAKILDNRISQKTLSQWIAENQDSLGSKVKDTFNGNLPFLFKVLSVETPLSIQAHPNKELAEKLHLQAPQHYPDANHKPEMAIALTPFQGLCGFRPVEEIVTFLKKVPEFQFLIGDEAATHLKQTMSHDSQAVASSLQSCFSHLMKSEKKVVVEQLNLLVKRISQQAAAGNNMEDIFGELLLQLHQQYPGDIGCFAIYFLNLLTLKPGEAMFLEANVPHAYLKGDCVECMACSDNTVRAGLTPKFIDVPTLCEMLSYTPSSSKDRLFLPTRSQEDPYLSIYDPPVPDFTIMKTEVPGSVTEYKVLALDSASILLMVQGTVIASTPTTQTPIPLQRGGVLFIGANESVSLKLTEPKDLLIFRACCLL
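assay system = human phosphomannose isomerase with PGI, G6PDH, diaphorase coupling enzymes | quantity = 15 ng/mL PMI | incubation = enzyme reaction with compound 20 min at room temperature | medium = HEPES pH 7.4 buffer with MgCl2 and Tween-20 | compound dosing = one concentration, 20 µM, in 1% DMSO | measured by = Diaphorase-driven resazurin-to-resorufin fluorescence, excitation 544, emission 590 nm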
G6PDH CS – inhibits Leuconostoc G6PDH, flagging false hits in G6PDH-based assays; Purified L. mesenteroides G6PDH, diaphorase/resazurin coupled fluorescence, 45 min; inhibition, % at 5 µM; 0.12% of 200,000 active; AID 1020; in the data active = inhibition above about 50%
Diaph inh CS – counter-screen for diaphorase-based assays: diaphorase inhibitors and chemical oxidizers; diaphorase resazurin-to-resorufin fluorescence, NADH, 16 min; bacterial (C. kluyveri) enzyme, not human; inhibition, % at 20 µM; 0.69% of 190,000 active; AID 1217;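 active = primary screen inhibition at 20 µM above a set limit, cut at about 50% in these data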;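 note: plate controls were DMSO with full reaction for no effect and wells lacking NADH for full effect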
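Assay system: diaphorase enzyme from Clostridium kluyveri; Input: enzyme working solution with 0.14 U/mL diaphorase; Timing: 16 min at room temperature; Technique: resorufin fluorescence, excitation 544 nm, emission 590 nm; Benchmarks: positive control minus NADH, DMSO neutral control.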
FLuc act counter – firefly luciferase counter-screen for stimulation assays. 200,000 tested, under 10 active. activation factor at 10 µM. ATPlite luciferase biochemical, luminescence, 10 min; 0 = ATP-free wells, 1 = DMSO control;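 active = luciferase activation factor, scaled between plate controls, of at least 2 with compound at 10 µM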
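System: cell-free luciferase reagent; medium: PBS as buffer for the ATP substrate; doses: test compounds dosed from 2 mM stocks in 100% DMSO; incubation: 10 min, room temperature; measured by: luminescence from luciferase reaction; read-out: luciferase activation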
PMI activator – phosphomannose isomerase (human) activation. purified human PMI, coupled resazurin fluorescence, 20 min; hits give high values; 1 = vehicle control, 0 substrate-free wells. P34949. activation factor at 20 µM. 0.005% of 190,000 active;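 active = activation factor of 2 or more at 20 µM, relative to plate controls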
TNAP inh hiacc – TNAP (human) inhibition, high acceptor | P05186 | AID 1135 | purified TNAP, CDP-star luminescence, 1 M DEA | inhibition, % at 20 µM | 0.03% of 200,000 active;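 active = over 50% inhibition of tissue-nonspecific alkaline phosphatase at 20 µM in the single-dose screen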;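 note: plate controls were DMSO wells for no effect and EDTA-quenched wells as full inhibition for full effect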
An asterisk follows results filed as active.

SMILES	TNAP act hiacc	Diaph act CS	HMGR II inh	TNAP inh no acc	PMI act satM6P	G6PDH CS	Diaph inh CS	FLuc act counter	PMI activator	TNAP inh hiacc
Cc1ccc(S(=O)(=O)N(CC(O)CN2CCCC2)c2ccccc2)cc1 (stereo not drawn)	1	0.9	-1	-4	1	-2	6	1	1	-2
c1ccc(Nc2nn[nH]n2)cc1	1.1	0.9	0	-7	1	4	12	1.1	1.1	-10
NC(=O)C1CCN(C(=O)/C=C/c2ccco2)CC1	1	1.1	-2	-5	1.1	1	-5	1	1.1	0
CCOc1ccc(CC2c3cc(OCC)c(OCC)cc3CCN2C(=O)c2cc(OC)c(OC)c(OC)c2)cc1OCC (stereo not drawn)	1.1	0.9	2	0	1.1	6	5	1	1	-10
CCOC(=O)N1CCC(NC(=O)C2CCCN(C(=O)N3CCOc4ccccc43)C2)CC1 (stereo not drawn)	1	0.9	0	-10	1	6	6	1.1	1	-2
O=S(=O)(c1ccc(Br)s1)N1CCc2ccccc2C1	1	0.8	-7	-7	0.9	0	24	1	0.9	2
COc1cccc(N=Nc2c(=O)[nH]n3c(=O)cc(C)[nH]c23)c1	0.8	0.9	3	-86	1	3	8	0.9	1	23
COc1ccc(C(NC(=O)N2CC(C)OC(C)C2)C(Cl)(Cl)Cl)cc1F (stereo not drawn)	1	0.9	-3	-7	0.9	-4	8	1	0.9	3
COc1cc2c(cc1OC)CN(C(=O)COc1ccc(C#N)cc1)CC2	1.1	0.8	-3	-20	1	-19	18	1	0.9	-6
CCOC(=O)c1sc(NC(=O)C2CC2)nc1C	1.1	0.9	1	-15	0.9	8	14	1	1	-6
CCS(=O)(=O)N1CCC(C(=O)NCc2ccc3c(c2)OCO3)CC1	1	1	-6	-7	1	0	4	1	1.1	3
O=c1cc(-c2ccncc2)oc2ccccc12	1.1	0.9	-3	-14	1	3	11	1	1	-6

Some entries already given with just TNAP act hiacc, G6PDH CS and TNAP inh hiacc:
Compound,TNAP act hiacc,G6PDH CS,TNAP inh hiacc
c1ccc(Nc2nn[nH]n2)cc1,1.1,4,-10
NC(=O)C1CCN(C(=O)/C=C/c2ccco2)CC1,1,1,0
CCOc1ccc(CC2c3cc(OCC)c(OCC)cc3CCN2C(=O)c2cc(OC)c(OC)c(OC)c2)cc1OCC (stereo not drawn),1.1,6,-10
CCOC(=O)N1CCC(NC(=O)C2CCCN(C(=O)N3CCOc4ccccc43)C2)CC1 (stereo not drawn),1,6,-2
O=S(=O)(c1ccc(Br)s1)N1CCc2ccccc2C1,1,0,2
COc1cccc(N=Nc2c(=O)[nH]n3c(=O)cc(C)[nH]c23)c1,0.8,3,23

Other results.
SMILES	TNAP act hiacc	Diaph act CS	HMGR II inh	TNAP inh no acc	PMI act satM6P	G6PDH CS	Diaph inh CS	FLuc act counter	PMI activator	TNAP inh hiacc
CN(CCNC(=O)C1CCN(S(=O)(=O)c2cnc[nH]2)CC1)Cc1ccccc1	1	0.9	1	-4	1.1	2	14	1	0.9	2
C/C=C/c1ccc(OCCCCOc2c(OC)cccc2OC)c(OC)c1	1	0.6	0	-24	0.9	10	38	1	0.9	-1
Cc1cc(C)nc(NC(=NCCc2c[nH]c3ccccc23)NC(=O)Nc2cccc([N+](=O)[O-])c2)n1	1	1	-1	-5	0.9	15	5	1.1	0.8	3
C=CCn1c(=O)c2ccc(C(=O)NCc3ccccc3)cc2n(Cc2ccc(Cl)cc2)c1=O	1	1	-6	-15	1	5	5	1.1	0.9	-2
CCC(=O)N1CC(C)C(=O)Nc2ccccc21 (stereo not drawn)	1	0.9	3	-14	0.9	5	14	1	0.9	-2
COc1cc(CNCCCN2CCOCC2)cc(Br)c1OCc1ccc(Cl)cc1	1	1.4	-5	-10	1.1	9	-36	1	1.1	-1
CCOC(=O)N1CCC2(CC1)C(C(=O)C13CC4CC(CC(C4)C1)C3)C2(C#N)C#N (stereo not drawn)	1	0.8	-4	-9	0.9	7	16	1	0.8	-3
CCOC(=O)C(NC(=O)c1ccccc1Cl)(Nc1ccc(C(F)(F)F)cc1)C(F)(F)F (stereo not drawn)	1	0.9	-2	1	1	-2	6	1	1	2
Cc1cccc(-c2nnc(SCC(=O)Nc3ncccn3)n2C)c1	1	0.8	-6	-5	0.9	2	18	1	1	-4
CCOc1cc2c3c(c1)C1(C(=O)N3C(C)(C)C=C2C)C(C#N)=C(N)Oc2cc(O)ccc21 (stereo not drawn)	1	0.7	-4	-5	0.8	4	27	1	0.8	-2
CCC(C)(C)NC(=O)c1ccc(S(=O)(=O)N2CCCCCC2)cc1	1	0.8	2	-18	0.9	1	22	1	1	-5
C#CCNC(=O)C1=C[C@H](c2ccc(Br)cc2)C[C@H](OCc2ccc(CO)cc2)O1	1.1	0.6	-3	-9	0.8	14	41	1	0.9	-5
CCCCNc1nc2ccccc2n1CC(=O)N1CCc2ccccc2C1	1.1	0.8	-1	-16	1	7	20	1.1	1	-7
COc1ccc(-c2[nH]c(-c3ccccc3)nc2SCC(=O)Nc2nccs2)cc1	1	0.9	0	-12	0.9	21	12	1	0.9	-3
Cc1ccc(S(=O)(=O)/C(C#N)=C/c2c[nH]c3ccccc23)cc1	1	0.9	2	0	0.9	-2	13	1.1	0.8	-2
Cc1ccc(-c2nn(-c3ccccc3)cc2/C=C/C(=O)Nc2nccs2)cc1	1	1	-13	-1	1	-24	3	1	1	0
Cc1nn(C(C)C(=O)NCc2ccccc2)c(C)c1[N+](=O)[O-] (stereo not drawn)	1	0.8	0	-7	1.1	-1	18	1	1.1	2
CN1C(N)=NC(=O)/C1=C/c1ccc(OC(F)(F)F)cc1	0.9	1	-6	-14	1.1	-5	-4	1	1	6
Cc1ccccc1Nc1c(-c2ccc(N3CCOCC3)cc2)nc2ncccn12	1	0.8	-6	-14	0.9	4	16	0.4	1.1	-4
CCCC(=O)Nc1sc2c(c1C(=O)OC)C(C(=O)OC)CC2 (stereo not drawn)	1	1	-6	0	0.9	5	4	1	1	4
CCN(CC)CCOc1cccc(C(C)C)c1	1	0.9	0	-5	1	-2	10	1.1	0.9	-5
Cc1cc(C)nc(SCc2csc(N)n2)n1	1.1	1.1	5	-16	1.2	6	-7	1	1.1	-9
Nn1c(-c2ccco2)n[nH]c1=S	1	0.8	-8	-9	0.9	0	24	1	1	-4
COc1cccc(CNC(=O)C2CCCN(S(=O)(=O)c3cccc4nonc34)C2)c1 (stereo not drawn)	1.1	0.8	1	-14	1	4	17	1	1	-6
CC(C)C1NC(=S)N(C2CCCCC2)C1=O (stereo not drawn)	1	0.9	-2	-9	1	-10	12	1	1	-1
O=c1oc(-c2ccccc2[N+](=O)[O-])nc2ccccc12	1	0.9	0	9	0.9	-9	14	1.1	1	-3
O=C(CSc1ncnc2scc(-c3ccc(Cl)cc3)c12)NCc1ccc2c(c1)OCO2	1	0.9	-4	-8	0.5	0	8	1.1	0.9	-2
CCc1ccc(S(=O)(=O)N(C(=O)c2ccncc2)c2ccc(OC(=O)c3ccncc3)cc2)cc1	1	0.9	-1	-16	0.9	3	14	1.1	0.9	-1
COC(=O)c1[nH]c2ccccc2c1NC(=O)CN1CCN(C(=O)c2ccco2)CC1	1.1	0.9	-4	-2	1	10	11	1.1	1	-7
CSc1nc2ccc(NC(=O)C3CC(=O)N(Cc4ccccc4)C3)cc2s1 (stereo not drawn)	1	0.8	-4	-2	0.8	3	17	1	0.9	-1
COc1cc(C(=O)Nc2ccc3c(c2)C(=O)c2ccccc2C3=O)cc(OC)c1OC	1	0.9	-1	-3	0.8	-12	13	1	0.9	4
Nn1c(SC/C=C/c2ccccc2)nnc1-c1ccncc1	1	0.9	-7	-7	1.1	2	6	1.1	1	-5
O=C(c1cn(-c2ccccc2)nc1-c1ccc(F)cc1)N1CCOCC1	1	1.2	-4	-2	1.2	1	-16	0.9	1.2	3
O=C(N/N=C/c1oc(O)c2ccccc12)c1ccccc1	1.1	1	-5	30	2.4*	0	-2	1	1.8	-5
Cc1ccccc1Nc1c(-c2ccncc2)nc2ccc(Cl)cn12	1	0.9	1	0	0.8	3	14	1	0.9	-3
COc1ccccc1Nc1nc(-c2ccc3c(c2)NC(=O)CO3)cs1	1	0.7	-1	2	0.8	4	26	1	0.8	4

A different layout for three compounds above:
Each structure is followed by: TNAP act hiacc, Diaph act CS, HMGR II inh, TNAP inh no acc, PMI act satM6P, G6PDH CS, Diaph inh CS, FLuc act counter, PMI activator, TNAP inh hiacc
> COc1ccc(-c2[nH]c(-c3ccccc3)nc2SCC(=O)Nc2nccs2)cc1
    1, 0.9, 0, -12, 0.9, 21, 12, 1, 0.9, -3
> c1ccc(Nc2nn[nH]n2)cc1
    1.1, 0.9, 0, -7, 1, 4, 12, 1.1, 1.1, -10
> COc1cc(C(=O)Nc2ccc3c(c2)C(=O)c2ccccc2C3=O)cc(OC)c1OC
    1, 0.9, -1, -3, 0.8, -12, 13, 1, 0.9, 4

Remaining list, next part.
SMILES	TNAP act hiacc	Diaph act CS	HMGR II inh	TNAP inh no acc	PMI act satM6P	G6PDH CS	Diaph inh CS	FLuc act counter	PMI activator	TNAP inh hiacc
Cc1cc(NC(=O)CN2CCN(S(=O)(=O)c3ccc(Cl)cc3)CC2)no1	1	0.9	-7	-3	1	-1	9	1	1	0
CCNc1nc(NCC)nc(OCCOC(=O)COc2ccc(Cl)cc2Cl)n1	1	0.9	-5	6	1.1	8	8	1	1.2	2
Cc1cnc2cc(Cl)c(Cl)cc2n1	1	1	-2	-5	1.1	2	2	1.1	1.1	-1
COc1cc(C2NC(C(=O)O)Cc3c2[nH]c2ccccc32)cc(OC)c1OC (stereo not drawn)	1.1	1	-8	-13	1	8	-1	1	1	-6
CCOc1c(Br)cc(C2NS(=O)(=O)N=C3CCCCCN32)cc1OC (stereo not drawn)	1.1	0.8	-4	-9	0.8	2	18	1.1	0.9	-5
Cc1noc(C)c1S(=O)(=O)N1CCC(C(=O)N2CCN(C(=O)c3ccco3)CC2)CC1	1	0.9	4	-9	0.9	1	14	1.1	0.9	-4
O=C(COC(=O)c1ccc(Cl)nc1)Nc1ncc(Cl)cc1Cl	1	0.8	0	-6	0.9	4	21	1.1	1.1	-2
O=C(NC1CC2CCCC(C1)N2C(=O)Nc1ccc(Cl)c(C(F)(F)F)c1)C1CC1 (stereo not drawn)	1	0.9	1	-10	0.9	2	8	1.1	1	-3
CCOCC(=O)Nc1sc2c(c1C(=O)OCC)CCCC2	1	0.8	-1	-2	0.9	8	20	1	0.9	3
Cc1cccc(C)c1NC(=O)C(C)c1ccc(-c2ccccc2)c(F)c1 (stereo not drawn)	1	0.9	-11	-6	1	17	10	1.1	1	-3
CN(C)CCNc1ccc(Cl)cc1[N+](=O)[O-]	0.7	0.9	-8	20	1	1	13	1.1	1	27
